PME-1 primary – PME-1 (human) inhibition | inhibition, % at 5.9 µM | Q9Y570 | recombinant PME-1, FP-Rh probe fluorescence polarization | 320,000 compounds, 0.53% hits;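 active = inhibition above the campaign mean of all compounds plus 3 SD, cut at about 26% in these data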;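 note: competitive labeling of PME-1 active site by serine hydrolase directed probe; 0% = PME-1 with DMSO and 100% = wells lacking PME-1 enzyme; inhibitors block probe labeling so polarization falls and inhibition rises; many of its hits are not listed in these tables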
Fam108B counter – blocks mouse Fam108B hydrolase in RBBP9 counter-screen. recombinant Fam108B, FP-Rh probe fluorescence polarization. inhibition, % at 9.51 µM. 300,000 compounds, 0.33% hits. AID 1947;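 active = inhibition above the screen mean inhibition plus 3 SD, computed separately per campaign, cut at about 18% in these data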;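 note: inhibitors lower polarization as less probe binds the enzyme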
GSTO1 inh – counter-screen for RBBP9 inhibitors: inhibitors of human GSTO1; P78417; recombinant GSTO1, activity-based probe fluorescence polarization; inhibition, % at 5.96 µM; 300,000 compounds, 1.1% hits; AID 1974;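 active = inhibition above the campaign mean inhibition plus 3 SD, cut at about 35% in these data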;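 note: 0% = GSTO1-1 with DMSO and 100% = wells lacking GSTO1-1 enzyme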
Target sequence (P78417 whole entry, looked up): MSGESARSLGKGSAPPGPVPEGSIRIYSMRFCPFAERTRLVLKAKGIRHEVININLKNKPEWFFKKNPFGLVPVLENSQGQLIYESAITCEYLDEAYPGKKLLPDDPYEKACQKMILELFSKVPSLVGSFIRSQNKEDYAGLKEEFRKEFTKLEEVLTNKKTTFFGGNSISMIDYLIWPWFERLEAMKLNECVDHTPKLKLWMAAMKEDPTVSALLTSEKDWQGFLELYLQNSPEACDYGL
MCL1 BIM primary – MCL1-BIM-BH3 interaction inhibition (human). 320,000 compounds, 0.68% hits. Q07820. GST-MCL1 / FITC-Bim-BH3 fluorescence polarization. inhibition, % at 10.9 µM. AID 2057;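 active = inhibition above the mean inhibition of all tested compounds plus 3 SD, set per campaign, cut at about 40% in these data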;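 note: 0% = DMSO wells and 100% = unlabeled Bim-BH3 peptide control; higher means more loss of mP so more displacement of Bim peptide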
Bcl-xL primary – blocks human Bcl-xL binding to Bim BH3 peptide; 320,000 compounds, 0.7% hits; Q07817; inhibition, % at 10.9 µM; GST-Bcl-xL / FITC-Bim BH3 peptide fluorescence polarization;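 active = inhibition above the mean of all tested compounds plus 3 SD, cutoff set per campaign, cut at about 30% in these data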;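 note: 0% = DMSO wells and 100% = unlabeled Bim-BH3 peptide competitor; inhibitors lower millipolarization by displacing the labeled peptide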
Target sequence (Q07817 whole entry, looked up): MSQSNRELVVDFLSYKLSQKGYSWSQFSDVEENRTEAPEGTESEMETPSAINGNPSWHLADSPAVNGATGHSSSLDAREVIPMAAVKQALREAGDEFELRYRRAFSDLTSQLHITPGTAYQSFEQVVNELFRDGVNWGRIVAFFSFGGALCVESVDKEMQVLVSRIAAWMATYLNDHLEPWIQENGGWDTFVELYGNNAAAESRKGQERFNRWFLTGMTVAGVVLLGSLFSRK
MEX-5 binding – C. elegans MEX-5 TCR-2 RNA binding activity. Q9XUB2. MEX-5/FITC-TCR2 RNA binding, fluorescence polarization; stronger effect = lower value. activity score (negative = inhibition of binding), % at 10 µM. 300,000 compounds, 0.38% hits. AID 1832;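 active = inhibition past about -25% in most replicates, and total fluorescence under double the plate's negative control median, limit read from the data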;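 note: 0% = DMSO and -100% = 5 µM competing unlabeled TCR2 RNA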
PAD4 FP inh – PAD4 (human) enzyme inhibition. Q9UM07. recombinant PAD4, RCA probe fluorescence polarization. inhibition, % at 6.36 µM. 330,000 compounds, 0.41% hits;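 active = percent inhibition above a cutoff equal to the mean of all tested compounds plus 3 SD, cut at about 15% in these data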;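 note: 0% = PAD4 with RCA probe and DMSO and 100% = probe without PAD4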
TPT1 inh – blocks Candida albicans tRNA 2'-phosphotransferase; inhibition, % at 5 µM; recombinant caTPT1, FP RNA substrate dephosphorylation; 300,000 compounds, 0.81% hits;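 active = inhibition above the mean of all tested compounds plus 3 SD, set per screening campaign, cut at about 24% in these data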;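 note: plate controls were DMSO alone for no effect and ferristatin control at 100 nM for full effect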
GLD-1 TGE inh – GLD-1-TGE RNA interaction inhibition (C. elegans); purified GLD-1 + fluorescein TGE RNA, fluorescence polarization; Q17339; 320,000 compounds, 0.44% hits; AID 2280; inhibition, % at 5.96 µM;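 active = percent inhibition above a per-plate cutoff, the plate mean of test compounds plus 3 SD, cut at about 30% in these data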;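 note: 0% = DMSO wells with GLD-1 and probe and 100% = wells lacking GLD-1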
Target sequence (Q17339 whole entry, looked up): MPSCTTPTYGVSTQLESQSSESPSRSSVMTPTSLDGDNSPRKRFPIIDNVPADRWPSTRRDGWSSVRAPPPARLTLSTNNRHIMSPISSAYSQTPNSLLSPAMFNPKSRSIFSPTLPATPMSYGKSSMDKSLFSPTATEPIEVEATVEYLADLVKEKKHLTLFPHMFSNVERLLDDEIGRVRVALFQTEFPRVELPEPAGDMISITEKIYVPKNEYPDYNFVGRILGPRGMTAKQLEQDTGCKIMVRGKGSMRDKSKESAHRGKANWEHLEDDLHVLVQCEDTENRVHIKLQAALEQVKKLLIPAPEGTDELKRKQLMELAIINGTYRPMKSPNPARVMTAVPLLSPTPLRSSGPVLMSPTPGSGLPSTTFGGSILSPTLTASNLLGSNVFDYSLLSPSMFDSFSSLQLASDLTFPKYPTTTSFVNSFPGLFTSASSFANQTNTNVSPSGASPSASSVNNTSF
* hit, by the source's call; x = no result given. Not all compounds are listed, so the mix of outcomes need not match the whole.

mol	PME-1 primary	Fam108B counter	GSTO1 inh	MCL1 BIM primary	Bcl-xL primary	MEX-5 binding	PAD4 FP inh	TPT1 inh	GLD-1 TGE inh
CC1Cc2nc(SCC(=O)NCc3ccccc3)n(Cc3ccccc3)c(=O)c2S1 (stereo not drawn)	-4	-3	7	-2	6	-1.1	1	-4	12
CCS(=O)(=O)c1ccc(O)c(NC(=O)COc2ccc(Cl)cc2)c1	-1	1	-6	0	4	0.5	-3	-2	10
CCn1c(SCC(=O)NCc2ccco2)nc2ccccc2c1=O	-6	5	0	5	6	-1.4	-4	-3	9
COc1ccc(NC(=O)CN(C)C(C)C(=O)N2CCCCC2)cc1 (stereo not drawn)	11	5	2	1	2	0.1	-3	-2	-1
CCn1c(SCC(=O)NCc2ccco2)nnc1C(C)C	1	0	8	11	6	-0.2	-1	-4	9
COc1cc(NC(=O)c2ccccc2Cl)ccc1NC(=O)c1ccco1	2	-5	-4	-2	3	1.4	-5	4	4
COc1ccc(/C=C/C(=O)NCCCn2ccnc2)cc1	0	1	6	2	1	1.6	-6	0	6
CN1C(=O)OC(C)(CCc2ccccc2)C1(C)O (stereo not drawn)	-8	-3	-6	2	4	2.2	0	-4	2
O=C(NCc1cccnc1)c1ccc(Cl)cc1[N+](=O)[O-]	0	-5	-5	4	1	2.6	7	-4	7
CCN(c1ccccc1)S(=O)(=O)c1cccc(C(=O)NCc2ccncc2)c1	0	1	6	-8	0	2.4	8	-2	7
COc1ccc(/C(C)=N/N=C(N)N)c(O)c1	2	6	12	9	0	0.7	2	0	10
CC(C)C(C)NC(=O)COn1nnc2ccc(S(=O)(=O)N3CCOCC3)cc21 (stereo not drawn)	-2	x	x	-3	4	x	-2	x	3
COc1cccc(NC(=O)c2ccc(S(=O)(=O)NCc3cccnc3)cc2)c1	-4	2	-1	1	4	0.5	3	0	-2
Cc1ccc(CS(=O)(=O)CCC(=O)NCCCN2CCCC2)cc1	0	-1	2	8	2	-0.5	-5	-1	6
Cc1ccc2occ(/C=N/NC(=O)[C@@H](N)Cc3ccccc3)c(=O)c2c1	-5	0	14	8	1	1.9	0	-3	2
CCOC(=O)c1ccc(NC(=O)c2cn(CCC#N)nc2-c2ccc3c(c2)OCCO3)cc1	-10	7	-7	9	5	1.0	5	-5	1
CCCCCCn1c(CN2CCN(CCO)CC2)nc2c1c(=O)n(C)c(=O)n2C	-3	1	4	3	0	0.4	0	0	4
COC(=O)c1cccc(NC(=O)CN2CCC(NC(=O)c3cc(OC)c(OC)c(OC)c3)CC2)c1	14	4	48*	1	1	-0.7	0	4	8
O=C(Cn1nc(C(F)(F)F)c2c1CCCC2)NC1CCCC1	-5	-2	1	-4	-3	0.1	0	-1	5
O=C(CSc1ncnc2ccccc12)NCC(=O)c1ccccc1	2	-2	3	3	0	0.8	3	-1	-5
CCCOc1ccccc1OCC(=O)N1CCN(S(=O)(=O)c2ccc(Cl)cc2)CC1	2	x	x	-11	-6	x	0	x	4
Cc1ccc(NC(=O)c2cccc(NC(=O)CC3SC(N4CCCCC4)=NC3=O)c2)nc1 (stereo not drawn)	0	-2	0	-1	1	-2.3	0	0	3
O=C(NC1CCCCC1)Oc1cc2oc(=O)sc2cc1Br	2	1	51*	23	14	x	-3	-2	-1
C=C1SC(=Nc2ccccc2Cl)N(C(=O)c2sc3ccccc3c2Cl)C12CCCCC2	1	0	-1	-4	1	1.0	1	3	-5
NC(=O)c1ccsc1NC(=O)C1CCCCC1	-8	-5	-8	-17	-14	-0.8	-9	-2	0
C=CC(C)(O)CCCC(C)CCCC(C)CCCC(C)C (stereo not drawn)	2	x	x	-5	5	x	-1	x	4
CCCCn1c(N)c(N(CC(C)C)C(=O)CSc2ccc([N+](=O)[O-])cc2)c(=O)[nH]c1=O	5	5	-8	15	4	-1.3	-4	-5	0
Cc1ccc(Sc2nc(C)c([N+](=O)[O-])c(C)c2C#N)cc1	-3	4	-7	-1	0	4.8	-1	0	5
CCOc1ccc(CCNC(=O)C2CC(=O)N(CCc3ccc(OC)c(OC)c3)C2)cc1OCC (stereo not drawn)	-7	2	-14	-3	5	0.3	2	1	-6
COc1ccc(N2CCOCC2)c(NC(=O)c2ccc(Br)o2)c1	2	0	-5	-2	0	-1.4	3	2	2
CCc1cc(C(=O)O)c(NC(=O)/C=C/c2ccc(OC)c(OC)c2)s1	10	32*	-35	-3	8	1.2	-4	-1	2
N#Cc1cnc(Oc2ccc(Cl)cc2)nc1N	2	3	-3	6	2	1.2	5	0	-2
Cc1nc2ccc(S(=O)(=O)N(C)CC(=O)Nc3ccccc3F)cc2s1	-8	-1	6	-5	4	-2.5	-6	-2	-1
O=S(=O)(NCc1ccc(F)cc1)c1ccc(Br)cc1Br	5	x	x	2	1	x	-4	x	2
OCC(Cc1ccc2c(c1)OCO2)C(CO)Cc1ccc2c(c1)OCO2 (stereo not drawn)	2	-2	1	-8	-3	-3.0	-3	-3	3
COc1ccc(NC(=O)c2oc3ccccc3c2C)c(OC)c1	12	2	-1	-6	3	-1.5	-2	1	6
CCOc1ccccc1NC(=O)CSc1nnc(Cc2cccn2C)n1-c1ccc(F)cc1	4	-2	-1	-21	-9	-1.9	0	4	1
O=C(Cn1cccc1C(=O)c1ccccc1)NCc1cccs1	1	0	13	6	5	0.3	-2	0	4
CCOC(=O)c1nnn(-c2nonc2N)c1CN(CC)c1ccccc1	8	-6	17	-1	1	0.3	0	0	3
S=C(NCc1cccnc1)c1ccccc1	-9	1	1	-3	5	1.6	-6	-4	-1
CCOC(=O)C1(CC)NC(c2ccco2)C2C(=O)N(CC)C(=O)C21 (stereo not drawn)	-5	-4	-6	-12	-8	0.8	-8	4	-4
CCc1ccccc1NC(=O)c1ccc2nc(N3CCOCC3)sc2c1	4	-1	0	2	2	1.7	-4	2	0
COc1ccc(CC(=O)OCC(=O)Nc2ccc3[nH]c(=O)[nH]c3c2)cc1	-1	4	6	-4	-6	1.0	-4	2	0
CN(C)CCCN1C(=O)C(=O)/C(=C(/O)c2ccncc2)C1c1cccc(Br)c1 (stereo not drawn)	-6	2	-9	-2	3	-2.1	0	2	0
C=CCN1CC(c2nc3ccccc3n2Cc2ccccc2)CC1=O (stereo not drawn)	4	-4	2	-5	2	1.1	-2	-2	6
CCC(C)c1ccccc1N1CC(C(=O)Nc2ccc(S(=O)(=O)N3CCOCC3)cc2)CC1=O (stereo not drawn)	1	0	-11	2	1	-1.1	-6	2	-2
O=C(NCc1ccc(F)cc1)C1CCN(S(=O)(=O)c2ccc3c(c2)OCCCO3)CC1	13	-1	3	-3	1	x	7	-6	2
CNCCc1ccccn1	1	-1	4	5	6	2.7	-3	-2	6
CCOc1cc(/C=N/NC(=O)CSc2nncn2C)ccc1OC(=O)c1ccc(Cl)cc1	-5	-4	1	12	5	0.8	2	-2	6
CC(C)c1nccn1S(=O)(=O)c1cccc([N+](=O)[O-])c1	3	-5	4	0	5	x	1	-2	8
COC(=O)c1sccc1NC(=O)CC1C(=O)NCCN1C(=O)c1c(F)cccc1Cl (stereo not drawn)	-1	2	-3	2	5	x	3	-4	-1
O=C(COc1coc(CN2CCN(c3ccccc3)CC2)cc1=O)NC1CCCCC1	-7	-2	7	-6	-4	2.8	-3	4	1
Cc1cc(C)c2c(c1)cc(C)c1nnc(SCC(=O)Nc3ccc(S(=O)(=O)N4CCCCC4)cc3)n12	0	1	6	-4	-1	1.5	-5	1	-3
CSc1ccc(CCCCCCOC(=O)C(C)(C)C)cc1	2	x	x	-4	3	x	6	x	-3
COc1ccc2c(c1)OC[C@H]1[C@H]2N2C(=O)c3cc(Br)ccc3NC(=O)[C@@]2(C)[C@H]1c1ccccc1	-40	-29	-6	1	7	x	0	0	0
O=C(Nc1cccc(Cl)c1)Nc1nccs1	0	-6	-1	2	-4	0.4	-3	1	-5
O=C(O)c1ccc2ccc3ccccc3c2c1	-2	2	-2	4	3	-1.2	2	-3	-1
COc1ccc(CCNC(=O)C(=O)NCC2OCCN2S(=O)(=O)c2cc(F)ccc2F)cc1 (stereo not drawn)	3	-4	7	5	3	0.2	-3	-1	2
Cc1cccc(-n2nnc(C(=O)NCc3ccccc3)c2N)c1	5	-3	-3	-1	7	-1.5	-4	6	2
CN(CC(=O)NC(=O)NC1CCCCC1)CC(=O)Nc1ccc(Cl)cc1	10	x	x	7	2	x	0	x	0

The results go on.
mol	PME-1 primary	Fam108B counter	GSTO1 inh	MCL1 BIM primary	Bcl-xL primary	MEX-5 binding	PAD4 FP inh	TPT1 inh	GLD-1 TGE inh
CCCCOc1ccc(-c2nnn(CC(=O)NCCc3c[nH]c4ccccc34)n2)cc1	-7	-3	-4	0	-1	-2.1	-3	-2	4
O=C(CNS(=O)(=O)c1cccc2nsnc12)NC1CCCCC1	3	4	6	9	11	-0.6	-4	-7	1
N#Cc1nc(-c2ccc(F)cc2)oc1N1CCN(C(=O)c2ccco2)CC1	4	-2	-1	-3	5	-2.3	2	-3	6
O=C(NCc1ccc(Cl)cc1)c1ncn[nH]1	1	8	33	3	4	-3.7	0	-4	2
Cc1cc2c(c(=O)n1CCN(C)C)C(c1ccc(Br)cc1)C(C#N)=C(N)O2 (stereo not drawn)	2	-2	3	4	0	-1.3	1	-7	-1
O=C(c1ccco1)N1CCN(C(=O)c2cccc3c2C(=O)N(Cc2cccnc2)C3)CC1	-6	2	0	10	7	0.2	0	-4	-8
O=C(CC1C(=O)NCCN1Cc1ccc(F)c(F)c1)NCCn1cccn1 (stereo not drawn)	-1	-3	5	20	26	-9.1	4	-17	24
CCCn1c(CCC(=O)O)ccc1-c1cccs1	4	2	-2	5	5	0.7	-2	-3	-2
C=CCNC(=O)COC(=O)CCC(=O)c1cccs1	1	0	7	2	1	0.0	-2	1	2
O=C(CCCOc1ccccc1)N1CCCc2ccccc21	-5	1	5	-2	2	-6.9	-4	2	-4
CN1CC2(C(=O)c3ccccc3)CN(C)CC(C(=O)c3ccccc3)(C1)C2	-1	0	1	7	1	-1.5	-2	4	4
O=C(COc1ccccc1)NC(NC(=S)Nc1ccccc1C(=O)O)C(Cl)(Cl)Cl (stereo not drawn)	1	4	-11	11	19	-2.7	-3	-2	4
Cn1c(CNC(=O)C2CCC(=O)N(CCc3cccc(F)c3)C2)nc2ccccc21 (stereo not drawn)	-1	-2	4	-1	5	2.3	-3	0	-2
Cc1ccc(/C(O)=C2\C(=O)C(=O)N(C)C2c2ccc(Br)cc2)cc1 (stereo not drawn)	5	-3	5	2	2	-2.7	-1	3	-4
O=C(Nc1ccc2sccc2c1)c1cccc(N2C(=O)CCC2=O)c1	2	1	2	6	6	-1.9	-4	-1	3
COC(=O)C(NC(=O)c1ccco1)(Nc1nc(C2CC2)cs1)C(F)(F)F (stereo not drawn)	-5	2	-6	-6	-2	0.7	-3	3	-5
O=C(Oc1ccccc1-c1csnn1)c1cccs1	6	-1	4	3	4	-0.1	3	-2	3
Cc1cc(C(=O)Cn2nc(C(=O)O)c3ccccc3c2=O)c(C)n1-c1ccc(F)cc1	-9	-7	0	-1	4	1.6	-2	0	-3
